Gli-Sufu antag – antagonists of Gli-Sufu signaling; Sufu-KO-LIGHT fibroblasts, Gli luciferase reporter luminescence; inhibition, % at 5 µM; 0.74% of 340,000 active; AID 588413;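 active = inhibition above about 55%, limit read from the data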;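 note: 0% = DMSO-treated cells and 100% = wells with medium but no cells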
MPTP inh – permeability transition pore inhibition; inhibition, % at 10 µM; isolated mouse mitochondria, Ca2+ swelling absorbance, 30 min; 1.4% of 360,000 active;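 active = inhibition of 50% or more, scaled per plate between neutral and stimulator controls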;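 note: 0% = DMSO wells given calcium and 100% = 1 mM EGTA wells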
A3A deaminase – inhibitors of human APOBEC3A DNA deaminase | P31941 | recombinant A3A, FAM/TAMRA ssDNA deamination fluorescence | inhibition, % at 20 µM | 0.41% of 330,000 active | AID 493011;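 active = at least 40% inhibition at 20 µM here, with at most 30% in a related deaminase screen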;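 note: plate controls were A3A with DMSO for no effect and wells lacking A3A enzyme for full effect; some results filed as inactive read as strong as hits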
Target sequence (P31941 whole entry, looked up): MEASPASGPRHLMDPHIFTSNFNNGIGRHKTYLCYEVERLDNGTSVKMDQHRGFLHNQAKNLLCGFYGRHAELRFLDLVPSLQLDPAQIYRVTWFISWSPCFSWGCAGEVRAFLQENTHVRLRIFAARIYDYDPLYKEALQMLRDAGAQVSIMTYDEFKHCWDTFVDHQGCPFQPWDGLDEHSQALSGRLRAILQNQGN
APOBEC3G inh – APOBEC3G (human) deaminase inhibition; AID 493012; 0.28% of 330,000 active; inhibition, % at 20 µM; recombinant A3G, ssDNA deamination FAM/TAMRA fluorescence;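 active = inhibition of at least 40% at 20 µM, with no more than 30% in the related APOBEC3A deaminase screen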;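 note: plate controls were DMSO wells with A3G for no effect and wells lacking A3G enzyme for full effect; some compounds called inactive have numbers as strong as hits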
CXCR6 inh – inhibitors of human CXCR6 receptor. O00574. CHO-K1 PathHunter CXCR6 beta-arrestin, luminescence. inhibition, % at 20 µM. 0.36% of 360,000 active. AID 602244; in the data active = inhibition above about 34%, passing the limit was not always enough;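 note: antagonist mode with CXCL16 agonist at 10 nM final; 0% = 10 nM CXCL16 with DMSO and 100% = unstimulated wells without agonist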
Target sequence (O00574 whole entry, looked up): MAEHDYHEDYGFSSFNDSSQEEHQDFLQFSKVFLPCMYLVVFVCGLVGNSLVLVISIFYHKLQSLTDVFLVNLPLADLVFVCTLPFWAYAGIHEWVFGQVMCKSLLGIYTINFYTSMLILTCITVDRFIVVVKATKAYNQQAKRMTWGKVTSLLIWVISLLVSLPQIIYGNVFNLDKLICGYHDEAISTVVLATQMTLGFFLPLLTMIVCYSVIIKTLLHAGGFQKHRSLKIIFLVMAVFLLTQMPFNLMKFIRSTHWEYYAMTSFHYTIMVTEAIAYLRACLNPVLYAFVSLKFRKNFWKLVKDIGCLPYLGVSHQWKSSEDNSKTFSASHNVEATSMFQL
CCR6 antag – CCR6 (human) receptor antagonism; CHO-K1 CCR6 PathHunter beta-arrestin, luminescence, CCL20-stimulated; AID 493098; P51684; 0.49% of 340,000 active; inhibition, % at 20 µM;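 active = compounds whose inhibition of the agonist-driven luminescence signal at 20 µM reaches about 50%, limit read from the data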;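 note: cells stimulated with CCL20 at 14 nM final; plate controls were DMSO with CCL20 for no effect and DMSO without agonist for full effect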
Target sequence (P51684 whole entry, looked up): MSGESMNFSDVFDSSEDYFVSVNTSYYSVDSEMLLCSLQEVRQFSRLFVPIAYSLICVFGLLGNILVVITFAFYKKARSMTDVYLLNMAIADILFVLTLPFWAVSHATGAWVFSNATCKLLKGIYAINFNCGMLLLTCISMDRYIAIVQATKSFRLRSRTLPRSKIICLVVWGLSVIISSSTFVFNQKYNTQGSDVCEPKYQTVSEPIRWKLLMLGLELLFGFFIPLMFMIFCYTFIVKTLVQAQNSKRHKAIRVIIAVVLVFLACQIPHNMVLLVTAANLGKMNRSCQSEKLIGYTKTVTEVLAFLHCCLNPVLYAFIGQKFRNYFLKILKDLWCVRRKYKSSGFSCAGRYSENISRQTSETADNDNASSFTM
EBI2 antag – antagonists of human EBI2 receptor; P32249; EBI2 beta-arrestin recruitment, luminescence, 7a,25-OHC stimulated; inhibition, % at 5 µM; 0.81% of 360,000 active; AID 651636; in the data active = inhibition above about 38%;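 note: enzyme fragment complementation signal reports receptor beta-arrestin coupling in cells; 0% = agonist plus DMSO wells and 100% = wells without agonist; some results beyond the cut were filed as inactive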
GRIN3A LBD mod – NR3A (human) ligand-binding domain modulation; NR3A LBD differential scanning fluorimetry, Tm shift; 0% = protein alone, 100% = glycine-bound protein; Tm shift relative to glycine control, % at 25 µM; 2.5% of 340,000 active; AID 1259313;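 active = melting temperature shift of at least 10% of the positive control shift, at one fixed dose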
An asterisk follows results filed as active; . = no result given.

Results follow in this order: Gli-Sufu antag | MPTP inh | A3A deaminase | APOBEC3G inh | CXCR6 inh | CCR6 antag | EBI2 antag | GRIN3A LBD mod
N#Cc1ccc(C(=O)Nc2ccn(-c3ccccc3)n2)cc1
  -5 | -0.4 | -1 | -2 | -5 | -15 | -3 | -8
O=C(CSc1nncn1-c1ccccc1)N1CCCC1
  16 | -0.4 | 0 | -6 | 2 | 21 | -4 | 0
CSc1nnc(N2C(=O)C(O)=C(C(=O)c3ccco3)C2c2ccccc2F)s1 (centres undefined)
  -15 | -0.1 | -5 | 11 | 6 | 9 | -2 | 0
CCc1ccc(CN(C)C(=O)c2cc(S(=O)(=O)N3CCN(CC)CC3)ccc2Cl)cc1
  18 | 1.0 | -3 | -10 | 0 | 13 | 38 | 0
Cc1ccc(NC(=O)CCC(=O)N/N=C/c2cccnc2)cc1
  0 | 0.1 | 1 | -1 | -2 | -3 | 2 | -1
COC(=O)c1ccc(OCC(O)CN2CCN(CC(O)COc3ccc(C(=O)OC)cc3)CC2)cc1 (centres undefined)
  -5 | -1.6 | -1 | -7 | 2 | -7 | 20 | -8
COc1ccc(C(=O)NNC(=O)OC(C)(C)C)cc1
  -1 | 0.0 | 12 | 14 | -5 | -2 | 5 | -2
Cc1cc(=O)n2c(n1)OC(CO)C2 (centres undefined)
  -10 | -1.2 | -1 | -6 | 5 | -8 | -18 | -2
CS(=O)(=O)N(CC(=O)N1CCCC1)c1ccc(Cl)c(Cl)c1
  -15 | 0.1 | -4 | -5 | 3 | -4 | -22 | 0
CC12CCC(c3n[nH]c(=S)nc31)C2(C)C (centres undefined)
  0 | 0.4 | -6 | 9 | -1 | -3 | -4 | -1
COC(=O)COc1ccc(C2NC(=O)NC(c3ccccc3)=C2C(C)=O)cc1OC (centres undefined)
  5 | 15 | -3 | -7 | 7 | -7 | -11 | 1
CC1CCc2nc(N)c(C#N)c(-c3ccncc3)c2C1 (centres undefined)
  6 | -0.7 | 0 | -4 | 2 | -6 | -8 | -1
O=C1NCCN(Cc2c(F)cccc2Cl)C1CC(=O)N1CCCCO1 (centres undefined)
  -4 | -0.8 | -2 | -3 | 5 | -44 | 4 | 0
Cc1ccc(NC(=O)CCn2c(=O)c3cccn3c3ccccc32)cc1C
  15 | -2.8 | 5 | 3 | -5 | 7 | 4 | -8
N#CC(c1ccccc1)c1cnccn1 (centres undefined)
  -1 | -1.9 | -1 | -8 | 3 | -6 | -6 | -3

Remaining list, next part.
Results follow in this order: Gli-Sufu antag | MPTP inh | A3A deaminase | APOBEC3G inh | CXCR6 inh | CCR6 antag | EBI2 antag | GRIN3A LBD mod
O=S(=O)(Nc1ccon1)c1ccc(F)c(F)c1
  0 | -0.4 | 4 | 9 | 4 | 8 | 3 | 2
CCN1CCN(Cc2nc3ccc([N+](=O)[O-])cc3c(=O)n2-c2ccc(OC)cc2OC)CC1
  16 | 0.6 | -3 | -4 | -4 | 3 | 4 | 3
Clc1ccc2nc(N3CCN(c4ccccc4)CC3)sc2c1
  -115 | 2.2 | 2 | 1 | 4 | -8 | 15 | 1
O=C(CN(C(=O)c1csnn1)c1ccccc1F)NCc1ccc2c(c1)OCO2
  -23 | -1.4 | -2 | -7 | 7 | 1 | 1 | 0
CCCc1cc(=O)oc2cc(OC(C)C(=O)NC3CC(C)(C)NC(C)(C)C3)ccc12 (centres undefined)
  13 | -2.2 | -2 | -8 | -3 | -9 | -12 | 0
CCCCn1c(N)c(N(CC)C(=O)C2=NN(c3ccccc3)C(=O)CC2)c(=O)[nH]c1=O
  -4 | -1.4 | 0 | -4 | -2 | -5 | 6 | 1
Cc1ccc(S(=O)(=O)Oc2ccccc2/C=N/N=C(N)N)cc1
  10 | 1.5 | 3 | -3 | 2 | 1 | -4 | -4
Cc1ccc(COn2c(-c3ccc(Cl)cc3Cl)nc3ncccc32)cc1
  -8 | -6.4 | 2 | -6 | 6 | 15 | -18 | 1
Cc1ccc(Cl)c(NC(=O)COC(=O)CNS(=O)(=O)/C=C/c2ccccc2)c1Cl
  9 | 0.6 | 0 | -7 | -2 | -6 | -6 | 5
COc1cccc(/C=C2\SC(=O)N(CCC(=O)NNC(=O)c3ccccc3Cl)C2=O)c1
  -7 | 7.0 | 0 | -3 | 9 | 14 | 0 | 0
COc1ccc([C@H]2CC(=O)C=C(c3ccc(OC)c(OC)c3)C2)cc1
  -22 | 0.2 | 1 | -4 | -5 | 14 | 46* | -3
O=C(COC(=O)c1cc(NS(=O)(=O)c2cccs2)ccc1O)Nc1ccc(F)c(F)c1F
  4 | -1.0 | -8 | -7 | -11 | 11 | 13 | -1
CCN(Cc1ccccc1)S(=O)(=O)c1ccccc1Br
  5 | -0.8 | 5 | 4 | 3 | 26 | 2 | -1
Cc1[nH]n(C)c(=O)c1C(=O)c1c(-c2ccccc2Cl)noc1C
  16 | 3.2 | 1 | -3 | -3 | -3 | -62 | 0
CCOc1cc(NS(=O)(=O)c2ccc(Cl)cc2)c(OCC)cc1NC(=O)CC(C)C
  -1 | -1.5 | 2 | 1 | 2 | -5 | 7 | -1

(further entries)
Results follow in this order: Gli-Sufu antag | MPTP inh | A3A deaminase | APOBEC3G inh | CXCR6 inh | CCR6 antag | EBI2 antag | GRIN3A LBD mod
Cc1noc(C)c1COC(=O)c1ccc2c(c1)S(=O)(=O)c1ccccc1C2=O
  1 | -1.2 | -1 | -5 | -8 | 3 | 7 | 1
Cc1ccc(C)c(OCCCN2CCc3ccccc3C2)c1
  27 | 1.8 | -1 | -2 | -15 | 2 | 12 | -1
CCSc1nnc(NC(=O)C2CCN(C(=O)c3ccc(F)cc3)CC2)s1
  7 | -0.2 | 4 | 0 | -8 | -5 | -2 | -1
Nc1nc(Cl)nc2ncn(Cc3ccccc3)c12
  12 | 0.0 | -2 | 11 | -3 | 2 | -8 | 1
CCOc1ccc(NC(=O)c2ccc3c(=O)n4c(nc3c2)CCCCC4)cc1
  7 | 2.7 | -2 | -1 | -5 | 12 | 2 | 1
O=C1c2ccccc2C(=O)N1/N=C/c1ccc(O)c(O)c1
  3 | 0.8 | 1 | -9 | 2 | 13 | 3 | 19*
CCOP(=O)(c1ccccc1)C1(C#N)CCCC1 (centres undefined)
  21 | 1.2 | 3 | 1 | -3 | 8 | 7 | 0
O=C(CNS(=O)(=O)c1ccccc1)OCC(=O)c1ccccc1Cl
  6 | -1.5 | 0 | -5 | 8 | 6 | -2 | -2
CC(Sc1nnc(-c2cccnc2)o1)C(=O)NC1CCCC1 (centres undefined)
  -5 | -0.6 | 1 | -3 | 4 | -5 | 1 | 0
O=C(CN1C(=O)CSC1=O)Nc1ccc(C(=O)O)cc1
  18 | -0.3 | -2 | -3 | -16 | 10 | -16 | -1
O=C(CCSCc1cccc(Cl)c1)NCCc1ccc(Cl)cc1
  7 | 32 | 1 | -5 | -3 | 19 | 17 | -6
CC(C)CCn1c(=S)[nH]c2ncccc2c1=O
  -24 | 2.3 | . | . | 1 | 8 | 2 | 0
COc1ccc(S(=O)(=O)N2CCOCC2)cc1NC(=O)CSc1nnc(N)s1
  -9 | -1.1 | 3 | -10 | -6 | -5 | -1 | 2
CC(C)NC(=O)C(=O)NCCN1CCN(S(=O)(=O)c2ccc(Cl)cc2)CC1
  -2 | -0.7 | 0 | -1 | -6 | -3 | -3 | 4
COc1ccccc1NC(=O)c1cc(C(=O)Nc2ccccc2OC)n(C)n1
  -3 | 2.0 | 3 | 4 | 6 | 3 | -3 | 0

Further compounds follow.
Results follow in this order: Gli-Sufu antag | MPTP inh | A3A deaminase | APOBEC3G inh | CXCR6 inh | CCR6 antag | EBI2 antag | GRIN3A LBD mod
O=C1CCCCN1CCCC(=O)N1CCCC(Nc2ccc(F)cc2)C1 (centres undefined)
  45 | 0.3 | 3 | 3 | -2 | 8 | -42 | 1
COC(=O)CCc1c(COC(C)=O)[nH]c(C(=O)OCc2ccccc2)c1C
  2 | 0.6 | -6 | -7 | -7 | 7 | -1 | 0
CSCCC(=O)N1CCCC(CNC(=O)c2ccccc2Cl)C1 (centres undefined)
  -3 | -3.3 | -1 | -8 | -3 | 7 | -13 | 1
O=C(NC1CC2CCCC(C1)N2C(=O)NCc1ccccc1)C1CC1 (centres undefined)
  0 | -0.3 | -3 | -1 | -2 | 2 | -2 | 1
CC(C)(C)NC(=O)Cn1c(SCC(=O)N2CCCCCC2)nc2ccccc21
  1 | -0.7 | -2 | -1 | -4 | -12 | -9 | 8
CN(C)c1ccc(P(=O)(OCc2ccccc2)C(O)c2ccccc2)cc1 (centres undefined)
  1 | 1.3 | -1 | -4 | 0 | 4 | -2 | -1
COCCCN1C(=O)C(=O)/C(=C(/O)c2ccc(S(=O)(=O)N3CCOCC3)cc2)C1c1ccc(Cl)cc1 (centres undefined)
  3 | 0.4 | -5 | -5 | 6 | 13 | -10 | -1
CCOc1ccc(CN2CCN(CCCc3ccccc3)C(CCO)C2)cc1 (centres undefined)
  18 | 0.0 | -5 | -5 | -7 | 17 | -2 | 1
COC(=O)CCCNC(=O)c1ccccn1
  -16 | -1.4 | 0 | 0 | 4 | -4 | 3 | -2
N=C1C(c2ccccc2)=C(O)CN1c1cccc(O)c1
  2 | -1.3 | -1 | -1 | -4 | 7 | 7 | -1
Nc1cc(=O)[nH]c(SCC(=O)N2CCc3ccccc3C2)n1
  4 | 4.8 | -1 | -4 | -6 | -3 | -4 | -2
C=CCNC(=O)C1CC(=O)N(c2ccc(OCC(=O)Nc3ccc(C)cc3)cc2)C1 (centres undefined)
  -1 | -0.7 | 2 | 15 | 1 | 15 | -6 | 0
Cc1ccc(CCNC(=O)CN2C(=O)COc3ccc(S(=O)(=O)N4CCCCC4)cc32)cc1
  0 | -0.7 | -6 | -4 | -2 | 10 | -1 | -1
Cc1ccc2nc(-c3ccc(NC(=O)CNC4CC4)cc3)sc2c1
  -125 | 1.9 | . | . | 9 | 29 | 2 | 5
COc1c(C)oc2cc(O)ccc2c1=O
  -1 | -1.4 | 0 | -1 | 0 | 11 | -2 | 1

(more compounds)
Results follow in this order: Gli-Sufu antag | MPTP inh | A3A deaminase | APOBEC3G inh | CXCR6 inh | CCR6 antag | EBI2 antag | GRIN3A LBD mod
Nc1nn(-c2ccccc2)c(N)c1N=Nc1ccc2c(c1)OCO2
  -118 | -8.0 | -1 | -7 | 8 | 18 | 4 | -8
COc1ccc(CCNC(=O)CSc2ccsc2[N+](=O)[O-])c(OC)c1
  22 | 1.5 | 0 | 1 | 8 | 17 | -4 | -1
Cc1ccccc1OCc1nnc(SCC(=O)NC2CCCCC2)o1
  -6 | 0.2 | -2 | -7 | 2 | 15 | 0 | -1
O=C(COc1ccc(Cl)cc1)NCCNC(=O)c1ccccn1
  -3 | 0.2 | -1 | -7 | 4 | 9 | 1 | 0
Cn1ncc(Br)c1C(=O)N1CCCCCC1
  7 | -0.9 | -5 | -7 | -2 | 13 | 0 | 1

From PubChem BioAssay
